GPR7 antagonist – blocks human GPR7 receptor signaling; P48145; GPR7-expressing cells, fluorescence antagonist assay; inhibition, % at 4.4 µM; 1.1% of 290,000 active; AID 1861; in the data active means inhibition above about 16%, passing the limit was not always enough;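 further: cells stimulated with the agonist NPW; 0% = agonist with vehicle and 100% = vehicle without agonist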
OXTR potentiator – potentiators of human oxytocin receptor; activation, % at 3 µM; CHO-OTR cells, Fluo-8 calcium fluorescence, potentiator mode; 0% = oxytocin EC15, 100% = EC100; P30559; 0.061% of 320,000 active; AID 2445;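 active means activation above that plate's cutoff, the mean activation of tested compounds plus 3 SD, cut at about 6.6% in these data, passing the limit was not always enough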;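 further: 100% uses oxytocin at 75 nM as the full agonist control; some results filed as inactive read as strong as hits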
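assay system = CHO-OTR cells, human receptor | schedule = compound 6 min at room temperature before oxytocin, 100 s read | detection = Fluo-8 intracellular calcium fluorescence, ex 470-495, em 515-575 nm | evaluation = normalized max/min fluorescence ratio, % activation | control set = EC15 oxytocin alone as 0%, 75 nM oxytocin (EC100) as 100%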
M18AAP inhibitor – PfM18AAP enzyme inhibition; recombinant PfM18AAP, H-Glu-NHMec fluorogenic cleavage; inhibition, % at 7.35 µM; 1.2% of 290,000 active;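 active means inhibition above the campaign mean inhibition over all tested compounds plus 3 SD, cut at about 28% in these data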;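 further: 0% = plate median of test compound wells and 100% = 2 mM ZnCl2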
MEKK2mut PB1 HTS – signal of MEK5 binding to mutant human MEKK2 PB1 domain | percent response, % at 10 µM | 0.35% of 290,000 active | bead flow cytometry, Alexa488-MEK5 binding to MEKK2 mutant; in the data active means percent response above about 24%, passing the limit was not always enough; further: inactives centre near 1; some results filed as inactive read as strong as hits
V1aR counter – counter-screen for oxytocin receptor agonists: human V1a receptor agonists. CHO-V1R cells, Fluo-8 calcium fluorescence, agonist mode; 0% DMSO, 100% 3 nM vasopressin. activation, % at 3 µM. 0.25% of 320,000 active. P37288;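 active means activation above the mean activation of all tested compounds plus 3 SD, per screening run, cut at about 20% in these data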;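 further: signal is peak over basal fluorescence ratio across a 100 second FLIPR read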
Target sequence (P37288 whole entry, looked up): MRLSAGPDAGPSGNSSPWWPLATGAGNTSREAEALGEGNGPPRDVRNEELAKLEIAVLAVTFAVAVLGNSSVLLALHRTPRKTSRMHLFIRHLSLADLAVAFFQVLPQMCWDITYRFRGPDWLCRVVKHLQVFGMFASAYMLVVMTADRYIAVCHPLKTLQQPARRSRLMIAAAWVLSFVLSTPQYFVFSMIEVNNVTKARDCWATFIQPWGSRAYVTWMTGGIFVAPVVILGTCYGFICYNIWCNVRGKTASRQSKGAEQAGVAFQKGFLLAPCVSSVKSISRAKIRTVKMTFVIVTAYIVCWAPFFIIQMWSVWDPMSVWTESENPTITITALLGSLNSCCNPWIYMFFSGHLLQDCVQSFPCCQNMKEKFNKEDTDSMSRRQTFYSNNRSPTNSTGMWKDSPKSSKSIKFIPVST
NALP1 inh – NALP1 inhibition. S. cerevisiae NALP1/ASC/caspase-1 growth, X-gal OD620, 72 h. inhibition, % at 10 µM. 0.61% of 280,000 active. AID 2071; in the data active means inhibition mostly above about 24%, no sharp cut-off; inactive means mostly below about 32%; further: some compounds called inactive have numbers as strong as hits
MEKK2 WT-MEK5 – raises or lowers MEK5 binding to wildtype human MEKK2 PB1 domain; Q9Y2U5; bead flow cytometry, Alexa488-MEK5 binding to MEKK2 WT; actives lie on both sides; binding response (% of control), % at 10 µM; 1.1% of 290,000 active; in the data active means binding response below about 67% or above about 130%
GalR3 antag – antagonists of human GalR3; O60755; 0.44% of 360,000 active; inhibition, % at 3 µM; HEK293 GalR3-CNG cAMP membrane potential fluorescence; galR3 body fused to GalR1 C-terminus;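 active means inhibition above the screen-wide average plus 3 SD, cut at about 13% in these data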;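 further: forskolin and galanin both at EC90 stimulate the cells; cAMP rise reported by CNG channel membrane potential dye signal; 0% = forskolin plus galanin with DMSO and 100% = forskolin alone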
OXTR agonist – human OXTR agonism; P30559; CHO-OTR cells, Fluo-8 calcium fluorescence; normalized: DMSO 0%, oxytocin 100%; activation, % at 3 µM; 0.32% of 320,000 active;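 active means activation above the mean of all tested compounds plus 3 SD, cutoff set per screening run, cut at about 20% in these data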;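 further: peak over basal fluorescence ratio from a 100 s FLIPR kinetic read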
The depositor's hits bear a star; / = no result given; [ ] = dose if it differs, or a comment.

Molecule	GPR7 antagonist	OXTR potentiator	M18AAP inhibitor	MEKK2mut PB1 HTS	V1aR counter	NALP1 inh	MEKK2 WT-MEK5	GalR3 antag	OXTR agonist
O=C(Nc1ccc2c(c1)OCCO2)C1CCCN(S(=O)(=O)c2cccs2)C1 (configuration not stated)	-9	-19	-9	-7	4.8	15	94	/	1.2
Cc1ccc(C(=O)Nc2cccc(-c3cn4ccccc4n3)c2)cc1	-17	-6	-1	-1	-0.6	4	98	-7	-1.7
Cc1[nH]nc(SCC(=O)NC2CCCC2)c1[N+](=O)[O-]	-18	0	-2	1	-0.7	-7	101	-5	0.3
N#Cc1ccc(OCC(=O)N/N=C(\CCC(=O)O)c2cccs2)cc1	12	-17	-4	-42	-0.9	13	100	-3	-1.3
O=S(=O)(Nc1ccc(Cl)cn1)c1ccccc1	-6	-10	2	-13	-0.5	-12	92	-3	-0.1
CCOC(=O)C(NC(C)=O)(N1CCOCC1)C(F)(F)F (configuration not stated)	-4	-14	0	-9	-0.1	7	98	/	-0.6
CC(Oc1ccc(Cl)cc1Cl)C(=O)NC1=NN(c2ccccc2)C(=O)C1 (configuration not stated)	-12	-9	-5	-1	-0.2	7	91	-3	0.3
COc1ccccc1N1CCN(C(=O)c2ccc(Cn3c(=O)[nH]c4ccsc4c3=O)cc2)CC1	-18	-5	0	-3	0.9	/	99	0	1.2
COc1ccc(NC(=O)C2CCCN(c3cnccn3)C2)cc1 (configuration not stated)	-7	-6	-5	6	0.1	0	100	-8	-1.4
CCCn1c(N)c(N(CCOC)C(=O)c2cc(C)cc(C)c2)c(=O)[nH]c1=O	4	-6	-7	5	0.2	0	99	-9	0.1
COC(=O)c1cccc(C23CC4(C2)[C@H](CN(Cc2ccc(C(F)(F)F)cc2)[C@@H]4c2ccccc2)C3c2ccccc2)c1 (some centres not stated)	/	0	/	4	0.7	/	98	/	0.0
Cc1cnc(C(=O)Nc2ccccc2F)cn1	-5	0	7	-19	0.4	16	1.0*[inhibitor]	0	-0.2
Cc1ccc2[nH]c3c(=O)n(CCc4cnc[nH]4)cnc3c2c1	-4	-5	6	12	0.6	-14	103	-5	0.7
O=C(/C=C\Nc1ccc(Cl)cn1)c1ccc(Br)cc1	-6	-17	7	-10	-0.7	5	87	0	0.4
CCOC(=O)c1c(C)n(C)c2ccc(OCC(O)Cn3nc(C)cc3C)cc12 (configuration not stated)	-12	-4	2	2	-0.3	-1	101	1	-2.0
COc1cccc(CN2CC(C(=O)NC3CCCCCC3)CCC2=O)c1 (configuration not stated)	-7	-7	-9	-1	0.6	-14	100	-11	-0.8
CCCN(c1ccc(OCC)cc1)S(=O)(=O)c1ccc2c(c1)CCN2C(=O)CCC(=O)O	-8	-4	-1	1	0.9	2	102	-5	-0.8
CCN(CC)S(=O)(=O)c1ccc(NC(=S)NC(=O)C2CCC2)cc1	4	/	6	-5	/	28	96	-3	/
Cc1cc(NC(=O)c2ccco2)sc1C	/	0	/	/	-0.2	/	/	-3	-0.5
CCN1CCN(CC(=O)N/N=C/c2cc(Br)cs2)CC1	-6	-4	4	1	0.8	17	108	-3	-0.8
CCn1c(-c2cccn(Cc3ccccc3)c2=O)n[nH]c1=S	-9	1	16	-2	1.2	2	103	-5	-0.1
O=C(NC(=S)Nc1ccc(NC(=O)c2ccco2)cc1)c1ccccc1	7	-6	-1	0	2.6	6	106	0	0.7
O=C(NC1CC1)C(Cl)c1ccccc1 (configuration not stated)	-11	4	4	2	-0.2	-10	99	-9	1.2
CC1CCC2(CC1)NC(=O)N(CC(=O)NC1(C#N)CCCCC1)C2=O (configuration not stated)	/	-1	/	/	-0.2	/	/	-2	-0.9
CC1CC(C)CN(C(=O)COC(=O)C2CCN(S(=O)(=O)c3ccc4c(c3)OCCO4)CC2)C1 (configuration not stated)	/	6	/	/	1.3	/	/	-1	-0.2
COCC(COS(N)(=O)=O)C(C)C (configuration not stated)	-1	6	-9	-5	1.6	17	95	-4	0.2

A second format for some results above:
Fields – GPR7 antagonist	OXTR potentiator	M18AAP inhibitor	MEKK2mut PB1 HTS	V1aR counter	NALP1 inh	MEKK2 WT-MEK5	GalR3 antag	OXTR agonist
- O=C(/C=C\Nc1ccc(Cl)cn1)c1ccc(Br)cc1
 : -6	-17	7	-10	-0.7	5	87	0	0.4
- CCOC(=O)c1c(C)n(C)c2ccc(OCC(O)Cn3nc(C)cc3C)cc12 (configuration not stated)
 : -12	-4	2	2	-0.3	-1	101	1	-2.0
- COc1cccc(CN2CC(C(=O)NC3CCCCCC3)CCC2=O)c1 (configuration not stated)
 : -7	-7	-9	-1	0.6	-14	100	-11	-0.8
- CCCN(c1ccc(OCC)cc1)S(=O)(=O)c1ccc2c(c1)CCN2C(=O)CCC(=O)O
 : -8	-4	-1	1	0.9	2	102	-5	-0.8
- CCN(CC)S(=O)(=O)c1ccc(NC(=S)NC(=O)C2CCC2)cc1
 : 4	/	6	-5	/	28	96	-3	/
- Cc1cc(NC(=O)c2ccco2)sc1C
 : /	0	/	/	-0.2	/	/	-3	-0.5
